# aGal spleen mod – inhibits or activates alpha-galactosidase in human spleen homogenate; P06280; human spleen homogenate, 4MU-alpha-Gal fluorescence, 40 min; Potency, µM (titrated, usually from 80 µM), for the others: top-dose activity change, negative = inhibition, hits mostly inhibitors; 240,000 tested, 0.008% active;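 also: potency is read from the fitted curve at half-maximal effect; 0% = enzyme with vehicle and -100% = no enzyme basal signal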
# Target sequence (P06280 32-429 limits assumed): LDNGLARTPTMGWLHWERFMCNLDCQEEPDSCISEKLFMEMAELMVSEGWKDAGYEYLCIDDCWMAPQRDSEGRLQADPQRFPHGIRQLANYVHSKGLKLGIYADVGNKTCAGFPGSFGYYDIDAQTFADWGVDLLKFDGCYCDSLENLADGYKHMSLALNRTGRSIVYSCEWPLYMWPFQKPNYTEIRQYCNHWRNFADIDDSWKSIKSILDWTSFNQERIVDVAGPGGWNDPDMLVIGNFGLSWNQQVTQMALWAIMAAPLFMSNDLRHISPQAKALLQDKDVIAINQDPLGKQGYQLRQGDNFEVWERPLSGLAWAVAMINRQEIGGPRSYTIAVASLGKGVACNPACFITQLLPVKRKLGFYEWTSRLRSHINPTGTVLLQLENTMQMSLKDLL
#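 qHTS titration in buffer at pH 5.0. Alpha-galactosidase activity in spleen homogenate was measured via 4-methylumbelliferone release from 1 mM fluorogenic substrate after 40 min at 37C and a pH 10 stop. AC50 came from Hill fits of control-normalized data.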
# NPSR antag – blocks cAMP signaling of the human neuropeptide S receptor; CHO-NPSR cells, cAMP TR-FRET, antagonist mode; 220,000 tested, 1% active; Q6W5P4; AID 1461; Potency, µM (doses to about 38.3 µM), for the others: at the top dose activity change, negative = inhibition, actives largely listed as inhibitors; also: potency is read from the fitted curve at half-maximal effect; % is scaled to controls: 0 for no effect and ±100 for the full control effect; nearly all actives have a fitted effect of over 50% in size; many of its hits are not listed in these tables
# Target sequence (Q6W5P4 whole entry, looked up): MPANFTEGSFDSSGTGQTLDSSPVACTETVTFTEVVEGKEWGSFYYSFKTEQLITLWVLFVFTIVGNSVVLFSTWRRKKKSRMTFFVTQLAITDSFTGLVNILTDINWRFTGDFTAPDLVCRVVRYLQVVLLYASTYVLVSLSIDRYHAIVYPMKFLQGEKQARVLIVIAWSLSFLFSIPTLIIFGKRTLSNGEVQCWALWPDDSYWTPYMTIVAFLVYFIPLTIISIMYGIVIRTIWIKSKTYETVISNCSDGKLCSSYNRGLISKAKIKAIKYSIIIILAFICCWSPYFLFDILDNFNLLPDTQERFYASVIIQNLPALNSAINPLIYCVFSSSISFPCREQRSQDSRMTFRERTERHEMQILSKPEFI
# Epigenetic reg – derepresses silenced GFP reporter in murine cells; 280,000 tested, 0.2% active; Potency, µM (highest dose often 53.9 µM), for the others: at the top dose GFP activation, actives largely listed as activators; AID 1865; murine LDR cells, GFP reporter derepression, 30 h; also: potency is read from the fitted curve at half-maximal effect; % of control where 0% means no effect; nearly all actives have a fitted effect of over 60% in size
#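 Derepression of a silenced CMV-GFP reporter in murine LDR cells is scored by enumerating GFP-positive cells with a laser-scanning microplate cytometer after 30 hours of treatment at 37 C.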
# Luc counter – Kinase-Glo luciferase inhibition (counter-screen) | Q27757 | Kinase-Glo luciferase, ATP luminescence, 8 min | Potency, µM (doses to about 38.3 µM), for inactives: top-dose activity change, negative = inhibition, usual class: inhibitors | 200,000 tested, 0.28% active | AID 1379; also: potency is read from the fitted curve at half-maximal effect; % is scaled to controls: 0 for no effect and ±100 for the full control effect; nearly all actives have a fitted effect of over 60% in size
#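 Kinase-Glo luciferase light output from ATP and luciferin was measured with 10 uM ATP, within the enzyme's linear range. Buffer: 50 mM imidazole pH 7.2, 50 mM KCl, 7 mM MgCl2, 0.01% Tween 20, 0.05% BSA; luminescence read after 8 min at ambient temperature.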
# IMPase Li inh – membrane-permeable IMPase blocker, potentiated with lithium. CHO-M1 cells, IP1 TR-FRET (IP-One), carbachol + lithium. Potency, µM (doses to about 59.4 µM), for the others: top-dose activity, negative = IMPase inhibition, usual class: inhibitors. 210,000 tested, 0.35% active;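 also: IP1 builds up when IMPase is blocked and the TR-FRET signal falls; potency is read from the fitted curve at half-maximal effect; plate controls were basal vehicle for no effect and high inhibitor control for full effect; nearly all actives have a fitted effect of over 50% in size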
#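 CHO cells stably expressing M1 receptor (2000/well, cultured 16–30 h) treated 30 min at 37C with compound plus low lithium. Cytosolic IP1 by TR-FRET (665/620 ratio and 620 channel) after 10 min lysis; AC50 by Hill fit.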
# CBFb-RUNX1 inh – inhibitors of human CBF-beta and RUNX1 interaction; Potency, µM (titrated, usually from 59.8 µM), for the others: at the top dose activity, negative = inhibition, actives largely listed as inhibitors; AlphaScreen CBFb-His/RUNX1-biotin binding, biochemical; Q01196+Q13951; 230,000 tested, under 10 active; also: % of control where 0% means no effect
#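 His-tagged CBF-beta and biotinylated RUNX1 (30 nM each) were premixed 20 min at room temperature, exposed to compound for 15 min, then given nickel-chelate and streptavidin AlphaScreen beads (50 ng each). After 90 min, AlphaScreen signal was read.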
# Lamin A splicing – LMNA splicing modulation | HeLa LMNA splicing GFP/RFP minigene ratio, 48 h | Potency, µM (doses to about 46.1 µM), for the others: at the highest dose ratio change, negative = inhibition, most hits filed as inhibitors | 200,000 tested, 0.01% active | AID 1487; active = well fitted inhibition curve with a large enough effect in the signal ratio, with a control signal flat, not every such curve was filed as active; inconclusive = small, poorly fitted or top-dose-only effect, or effect the other way, or a change in a side signal; the % refers to the signal ratio; also: potency is read from the fitted curve at half-maximal effect; % is scaled to controls: 0 for no effect and ±100 for the full control effect
#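 Read-out is the ratio of GFP to DsRed2 object intensity, acquired by 488 nm laser-scanning cytometry on HeLa lamin A-EGFP minigene reporter cells. Compound incubation 48 hrs at 37 °C in Opti-MEM with 2% FBS; DMSO 0.5% final.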
# Starred values were filed as active, the others as inactive; ? = inconclusive; nt = not tested or not shown; [ ] = another dose, or the depositor's remark. Unless noted, calls follow the shape of the dose curve; as a rule, active = well fitted curve in the direction sought with a large enough effect; inconclusive = small, poorly fitted or top-dose-only effect, or another doubt; inactive = no such curve, though single readings can be large; an effect the other way counts as inactive or inconclusive. Some of the compounds tested; the hit share may differ from the screen's.
SMILES,aGal spleen mod,NPSR antag,Epigenetic reg,Luc counter,IMPase Li inh,CBFb-RUNX1 inh,Lamin A splicing
Cc1nn(CCCC(=O)Nc2cccnc2Cl)c(C)c1[N+](=O)[O-],0%,4%,1.5%,4%,8%,2%,?
CN1CCN(Cc2nc3c(c(=O)[nH]c(=O)n3C)n2Cc2c(F)cccc2Cl)CC1,6%,-15%[46.1 µM],-1.7%,1%,42%[activator][38.3 µM],3%,-10%
CC(C)(C)NS(=O)(=O)c1ccc(OCC(=O)NCc2ccco2)cc1,-6%,2%,1.1%,-5%,1%,12%,?
O=C(CSc1nccn1-c1cccc(Cl)c1)NC1CCCC1,5%,-12%[46.1 µM],1.5%,-2%,1%[38.3 µM],4%,1%
O=C(Cc1csc(-c2ccccc2)n1)NCc1ccccc1F,2%,-4%,0.0%,2%,-8%,4%,?
COCCN1CCN(Cc2cn[nH]c2-c2cc3ccccc3o2)CC1,1%,-5%,2.5%,0%,1%,1%,nt
O=C(COC(=O)c1cccnc1)Nc1ccc(F)cc1,2%,-9%[46.1 µM],1.9%,3%,16%[38.3 µM],3%,5%
CCn1c2ccccc2c2cc(NC(=O)COC(=O)c3cc(S(=O)(=O)N4CCCCC4)ccc3Cl)ccc21,-9%,10%,-3.0%,1%,-3%,-6%,?
c1ccc2c(c1)ncn2-c1ncnc2sc3c(c12)CCCC3,2%,-22%[46.1 µM],2.8%,-1%,8%[38.3 µM],1%,9%
COc1ccc(S(=O)(=O)Oc2ccc3c(c2)O/C(=C\c2cccnc2)C3=O)cc1,-4%,-25%[46.1 µM],0.7%,-6%,18%[38.3 µM],-5%,-3%
Cc1cc(Br)ccc1OCC(=O)N1CCCCCC1,-6%,?,12%,-1%,14%[38.3 µM],-9%,22%
COC(=O)c1ccc(CSc2nc(-c3ccco3)cc(C(F)(F)F)n2)o1,0%,-7%[46.1 µM],-2.1%,2%,40%[activator][38.3 µM],10%,-1%
Cc1cc(C)cc(NC(=O)NC2CCN(CC(=O)Nc3cccc(Cl)c3C)CC2)c1,5%,-25%,-1.1%,nt,nt,7%,nt
CC(=O)Nc1cccc(OCCCNC(=O)c2cccc3ccccc23)c1,1%,7%,1.0%,nt,nt,0%,nt
Cc1cc(C)cc(NC(=O)C2CCCN(S(=O)(=O)c3cnc[nH]3)C2)c1 (configuration not stated),-3%,11%[46.1 µM],-0.8%,1%,12%[38.3 µM],0%,-9%
O=C(c1csnn1)N1CCC2(CCN(Cc3nccs3)CC2)CC1,6%,nt,nt,0%,12%,nt,nt
COc1cccc(NC(=O)CSc2nccn2-c2cccc(OC)c2)c1,11%,-5%[46.1 µM],0.9%,0%,7%[38.3 µM],-16%,?
CCSc1nnc2nc3[nH]c4c(C)cccc4c3nn12,-4%,-28%,1.7%,-5%,-9%,-7%,nt
O=C1/C(=C\c2cccnc2)Sc2ccccc21,0%,-12%,0.0%,-8%,5%,-5%,-12%
C/C(CC(=O)Nc1ccccn1)=N\NC(=O)Cc1cccc2ccccc12,3%,-4%[46.1 µM],-3.2%,2%,5%,17%,-8%
Nc1sc2c(c1C(=O)NCCc1ccccc1)CCC2,4%,-8%,-0.1%,-8%,5%,1%,nt
O=C(COC(=O)CCc1c[nH]c(=O)[nH]1)Nc1cccc(Cl)c1,2%,-4%[46.1 µM],0.9%,-4%,4%,11%,-4%
O=c1c2c(nc3cc(-c4cccc(F)c4)[nH]n13)CCC2,5%,0%,-0.5%,-22%,6%,11%,-14%[46 µM]
CC(C)C1CC(O)(C2(O)CCCCC2)ON1 (configuration not stated),-10%,-3%[46.1 µM],1.2%,3%,19%[38.3 µM],4%,-6%
O=C(Nn1c(C2CC2)nc2ccccc2c1=O)c1ccco1,-3%,4%[46.1 µM],0.9%,-2%,19%[38.3 µM],9%,-1%
CN(C)CCCNc1oc(-c2cccc(Cl)c2)nc1C#N,9%,9%[46.1 µM],-1.0%,-3%,5%[38.3 µM],0%,10%
CCOc1c2ccoc2nc2c(OC)c(OC)ccc12,11%,11%,-4.2%,nt,-5%,5%,nt
Oc1ccc(Nc2nc3ccccc3nc2Nc2ccc(O)cc2)cc1,-7%,10µM*,1.8%,3%,32%[activator][38.3 µM],-28%,?
CC(C)C(c1nnnn1Cc1ccccc1)N1CCc2ccccc2C1 (configuration not stated),4%,-8%[46.1 µM],0.9%,-3%,27%[38.3 µM],1%,16%
COc1ccc(S(=O)(=O)NCCc2nnc3ccc(SCC(=O)Nc4cc(C)on4)nn23)cc1,3%,5%,-1.1%,9%,10%,-15%,nt
NNC(=O)c1cccc(COc2ccc3c(c2)CCC3)c1,2%,17%,0.1%,-17%,-10%,2%,?
O=C(CSc1nc2ccccc2c(=O)n1Cc1ccco1)NCc1ccco1,-13%,-2%[46.1 µM],18%,2%,8%,-6%,-12%
CC(=O)Oc1ccc2occ(C(=O)c3cccs3)c2c1,0%,15%[46.1 µM],-0.8%,0%,-13%[38.3 µM],2%,-1%
Cc1ccccc1NC(=O)c1ccc(CSc2ncccn2)cc1,11%,-11%[46.1 µM],3.4%,-10%,10%[38.3 µM],2%,-6%
COc1cccc(CNCCO)c1OCc1ccccc1,-14%,12%,-0.2%,3%,-1%,-2%,nt
Cc1ccc(-n2c(O)c(/C=N/Nc3ccc(S(=O)(=O)N4CCOCC4)cc3[N+](=O)[O-])c3ccccc3c2=O)c(C)c1,4%,?,0.0%,?,24%,?,?
COc1ccc(OC2C=CC(c3ccccc3)OC2CO)c(C(C)=O)c1 (configuration not stated),10%[17.5 µM],nt,1.1%[10.1 µM],nt,nt,10%[13.1 µM],nt
COc1ccc(C=O)cc1OS(=O)(=O)c1ccccc1[N+](=O)[O-],-13%,14%,0.3%,2%,-5%,-1%,2%
CCCn1c(N)c(C(=O)NS(=O)(=O)c2ccc(C)cc2)c(=O)n(C)c1=O,2%,12%,-1.5%,4%,9%,-2%,-19%[46 µM]
CCOc1ccc2nc(NCCNC(=O)Nc3ccccc3)c(C#N)cc2c1,-4%,-2%[46.1 µM],12%,-3%,29%[38.3 µM],10%,?
O=C(CSc1nc(O)c(Cc2ccccc2)c(=O)[nH]1)N1CCOCC1,3%,14%,6.4%,nt,nt,6%,nt
Cn1cccc1C(=O)N1CCC2(CC1)CN(c1ccncc1)C2,-2%,nt,nt,-2%,4%,nt,nt
O=C(OCc1c(Cl)cccc1Cl)c1cccnc1,-13%,-2%[46.1 µM],0.0%,4%,18%[38.3 µM],5%,3%
CCN/C=C(\C#N)S(=O)(=O)c1ccc(Br)cc1,4%,-1%[7.67 µM],-0.3%,nt,nt,10%,nt
CC(NC(=O)c1ccccc1Cl)C1COc2ccccc2O1 (configuration not stated),6%,-3%[46.1 µM],-1.0%,-1%,12%,-13%,-6%
O=C(Nc1cccc(Cl)c1)c1ccc(F)c(S(=O)(=O)N2CCN(c3ccccn3)CC2)c1,-6%,-13%,0.2%,-9%,4%,-3%,?
CCCCCOc1ccc(NC(=O)c2cc(SC)ccc2Cl)cc1,5%,-9%,0.0%,1%,9%,6%,-15%
COc1ccc(N2CCN(C(=O)c3cccn4c(=O)c5ccccc5nc34)CC2)cc1,5%,3%,3.4%,2%,-6%,3%,nt
COc1ccc(N(CC(=O)Nc2ccc(C)cn2)S(=O)(=O)c2c(C)noc2C)cc1,-12%,-21%[46.1 µM],0.0%,-2%,-5%[38.3 µM],-3%,13%[0.0737 µM]
C/C(NCC(C)(C)CN(C)C)=C(/C#N)C(=O)NCc1ccccc1,0%,-10%[46.1 µM],1.0%,-3%,33%[38.3 µM],5%,-8%
CCCOc1ccc(-c2c(C(=O)N/N=C/c3ccc(OC)cc3)nnn2-c2nonc2N)cc1,1%,-19%,3.0%,0%,2%,0%,-11%
CCOc1ccc(N2C(=O)C3C(c4ccccc4F)NN(C(=O)c4ccc(C)cc4)C3C2=O)cc1 (configuration not stated),0%,-1%,8.4%,0%,-6%,1%[2.36 µM],?
CC(=O)Nc1ccc(S(=O)(=O)Nc2nc3ccccc3nc2N2CCc3ccccc3C2)cc1,-5%,-14%,0.0%,1%,3%,-4%,-8%
Cc1ccc(CNC(=O)CCS(=O)(=O)c2ccc(Br)cc2)cc1,3%,5%,1.1%,0%,-11%,?,nt
O=C1c2ccccc2C(Nc2ccc(Cl)cc2)N1CCN1CCOCC1 (configuration not stated),-2%,-15%[46.1 µM],-1.0%,4%,-10%[38.3 µM],1%,-10%
CN(C(=O)c1cccc(COc2ccc(Cl)cc2Cl)c1)c1ccccc1,-3%,-42%,-3.2%,1%,10%,18%,-29%
COc1ccc(-c2nc(C#N)c(N3CCOCC3)o2)cc1OC,-1%,-3%[46.1 µM],-1.0%,2%,10%[38.3 µM],-3%,-14%
Cc1cc(OCC(=O)NC(C)c2ccccc2)ccc1[N+](=O)[O-] (configuration not stated),-4%,1%,-0.9%[10.1 µM],4%,18%,-3%,-8%[46 µM]

# Screens from PubChem BioAssay.
